From PubChem BioAssay
eIF4E 4G PPI: inhibitors of eIF4E and eIF4G interaction in translation initiation. TR-FRET eIF4E-eIF4GI(517-606) binding, 2 h. inhibition, % at 21.7 µM. actives 0.37% (n = 220,000). AID 782;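 active = inhibition above about 30%, limit read from the data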;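 note: 0% = full FRET control wells and 100% = background wells lacking eIF4GI fragment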
m-calpain inh: inhibitors of pig calpain II | AID 1236 | actives 0.37% (n = 220,000) | purified calpain II, fluorogenic peptide substrate, 30 min | inhibition, % at 16 µM;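 active = inhibition above about 50%, limit read from the data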
Rad51 HR inh: Rad51 (human) homologous recombination inhibition | inhibition, % at 10 µM | hRad51 DNA strand exchange, fluorescence dequenching | actives 0.085% (n = 200,000) | Q06609;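 active = inhibition above 40% at the single screening dose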;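 note: 0% = DMSO control wells and 100% = blanks with heterologous ssDNA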
Target sequence (Q06609 whole entry, looked up): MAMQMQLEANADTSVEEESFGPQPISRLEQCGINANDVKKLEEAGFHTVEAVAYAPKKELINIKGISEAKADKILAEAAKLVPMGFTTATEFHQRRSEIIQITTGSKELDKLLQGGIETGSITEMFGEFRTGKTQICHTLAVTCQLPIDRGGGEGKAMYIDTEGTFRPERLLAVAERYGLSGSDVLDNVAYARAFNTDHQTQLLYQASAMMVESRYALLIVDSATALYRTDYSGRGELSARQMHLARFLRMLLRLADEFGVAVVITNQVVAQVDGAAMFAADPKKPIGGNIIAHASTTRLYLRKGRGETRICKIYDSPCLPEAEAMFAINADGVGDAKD
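Material: hRad51 filaments on single-stranded DNA; Reagent: Donor/quencher-labelled 47-bp dsDNA substrate; Compound: 10 µM final, single point; Schedule: 37 °C 15-min filament assembly, 30-min compound preincubation, 15-min exchange; Technique: FRET fluorescence, excitation 485 nm, emission 520 nm; Benchmarks: control wells and blank wells on each plate.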
PGE2 EP2 inh: EP2 receptor (human) inhibition; inhibition, % at 25 µM; C6 glioma cells expressing human EP2, cAMP TR-FRET; cells stimulated with saturating PGE2; actives 0.52% (n = 260,000); P43116;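 active = percent inhibition above 40 after rounding to a whole number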;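 note: rat C6 glioma host cells with rolipram phosphodiesterase inhibitor present; the protocol text gives 20 µM as final concentration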
Target sequence (P43116 whole entry, looked up): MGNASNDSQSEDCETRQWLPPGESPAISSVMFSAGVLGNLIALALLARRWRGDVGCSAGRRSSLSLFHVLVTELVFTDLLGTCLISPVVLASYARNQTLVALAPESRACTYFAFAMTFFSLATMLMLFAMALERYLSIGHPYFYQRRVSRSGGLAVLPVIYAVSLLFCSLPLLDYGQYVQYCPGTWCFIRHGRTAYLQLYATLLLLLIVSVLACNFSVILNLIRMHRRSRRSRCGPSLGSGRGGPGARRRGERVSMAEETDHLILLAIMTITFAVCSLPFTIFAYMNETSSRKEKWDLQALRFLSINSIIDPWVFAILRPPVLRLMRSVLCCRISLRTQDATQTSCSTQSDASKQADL
EP2 modulator: modulates human prostaglandin E2 receptor EP2 signaling. actives 0.83% (n = 260,000). EP2-expressing cells, cAMP HTRF FRET, PGE2 co-stimulation. induction, % at 25 µM. AID 940;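 active = compounds whose cAMP rise, as percent of the full-agonist control response, exceeds 60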;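 note: rat C6 glioma line stably carrying human EP2 under a CMV promoter; the protocol text gives 20 µM as final concentration; 100% = response of wells given 1 µM PGE2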
14-3-3 Bad PPI: disrupts binding of bovine 14-3-3 zeta to phospho-Bad peptide; P63103; TR-FRET 14-3-3zeta/Dy647-pBad peptide displacement, 1 h; inhibition, % at 21.7 µM; actives 0.71% (n = 220,000); AID 781;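 active = inhibition above about 70%, limit read from the data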;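 note: 0% = full 14-3-3 plus peptide FRET controls and 100% = background without 14-3-3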
Target sequence (P63103 whole entry, looked up): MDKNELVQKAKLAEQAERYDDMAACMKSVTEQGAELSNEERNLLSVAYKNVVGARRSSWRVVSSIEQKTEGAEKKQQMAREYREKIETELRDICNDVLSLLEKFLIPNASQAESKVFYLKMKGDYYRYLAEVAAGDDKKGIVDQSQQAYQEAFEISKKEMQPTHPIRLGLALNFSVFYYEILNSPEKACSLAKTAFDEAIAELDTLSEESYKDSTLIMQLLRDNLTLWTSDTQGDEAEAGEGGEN
Active calls of the source: *; x = no result given.

The opening four records, to show the layout:
SMILES	eIF4E 4G PPI	m-calpain inh	Rad51 HR inh	PGE2 EP2 inh	EP2 modulator	14-3-3 Bad PPI
C=C/C=C(\C=C(/COC)OC)C1(C(=O)Nc2ccc(Cl)c(Cl)c2)CCOCC1	x	x	x	7	-42	x
CC(=O)Nc1ccc(Nc2nnc(-c3ccc(C)c(S(=O)(=O)NCCO)c3)c3ccccc23)cc1	x	x	x	9	-36	x
CCc1ccc2[nH]c(=O)c(C(c3nnnn3Cc3ccccc3)N3CCCCC3)cc2c1 (configuration not stated)	x	x	x	9	-12	x
CN(C(=O)c1cccc(NC(=O)C2Oc3ccccc3O2)c1)C1CCCCC1	x	x	x	3	-46	x

The whole of this part, from the start:
SMILES	eIF4E 4G PPI	m-calpain inh	Rad51 HR inh	PGE2 EP2 inh	EP2 modulator	14-3-3 Bad PPI
C=C/C=C(\C=C(/COC)OC)C1(C(=O)Nc2ccc(Cl)c(Cl)c2)CCOCC1	x	x	x	7	-42	x
CC(=O)Nc1ccc(Nc2nnc(-c3ccc(C)c(S(=O)(=O)NCCO)c3)c3ccccc23)cc1	x	x	x	9	-36	x
CCc1ccc2[nH]c(=O)c(C(c3nnnn3Cc3ccccc3)N3CCCCC3)cc2c1 (configuration not stated)	x	x	x	9	-12	x
CN(C(=O)c1cccc(NC(=O)C2Oc3ccccc3O2)c1)C1CCCCC1	x	x	x	3	-46	x
COc1cc2c(cc1OC)C(c1ccccc1F)N(CC1=CCCOC1)CC2 (configuration not stated)	x	x	x	7	-7	x
Cc1ccc(-c2n[nH]c(CNC(=O)c3cnccn3)n2)cc1	x	x	x	5	1	x
OCC1NCC(O)C(O)C1O (configuration not stated)	x	x	x	7	17	x
CCC(C)(C)NC(=O)c1ccc2c(c1)N(CC(=O)N1CCCC1)C(=O)C(C)(C)O2	x	x	x	4	-39	x
CC1=C/C(=C(/c2ccc(O)c(C)c2)c2ccccc2C(=O)O)C=CC1=O	x	x	x	5	51	x
CC(C)(C)C1=NN(CC(=O)NCCc2cnc[nH]2)C(=O)c2cc3ccccc3n2C1	x	x	x	5	-17	x
Cc1sc(NC(=O)CSc2ncnc3c2cnn3-c2ccccc2)c(C#N)c1C	x	x	x	10	1	x
Cc1ccn2cc(C(=O)NC3CCCCC3)nc2c1	x	x	x	8	-14	x
O=C(Cc1cccs1)NC1CCCc2c1cnn2-c1ccc(F)cc1 (configuration not stated)	x	x	x	12	-129	x
CCC(C)N1CCN(S(=O)(=O)Cc2ccccc2)CC1 (configuration not stated)	x	x	x	9	-6	x
c1ccc(-c2nnc(CNCc3cccs3)o2)cc1	x	x	x	13	-18	x
CNc1nc(-c2cc3cccc(OC)c3oc2=O)cs1	x	x	x	14	4	x
Cc1ccc(C2(O)CCN(Cc3ccc4ncccc4c3)CC2)cc1	x	x	x	4	-53	x
CCc1ccccc1NC(=S)N(Cc1cccnc1)Cc1cc2cccc(C)c2[nH]c1=O	x	x	x	6	-7	x
O=C(CN1C(=O)[C@H]2CCCN2C(=O)c2ccccc21)NCCc1c[nH]c2ccccc12	x	x	x	8	-31	x
CCN(CC)CCCN1C(=O)C(O)=C(C(=O)c2ccco2)C1c1cccc(Cl)c1 (configuration not stated)	x	x	x	9	4	x

Part of the list above in order of count of non-hydrogen atoms, ascending.
SMILES	eIF4E 4G PPI	m-calpain inh	Rad51 HR inh	PGE2 EP2 inh	EP2 modulator	14-3-3 Bad PPI
Cc1ccn2cc(C(=O)NC3CCCCC3)nc2c1	x	x	x	8	-14	x
O=C(Cc1cccs1)NC1CCCc2c1cnn2-c1ccc(F)cc1 (configuration not stated)	x	x	x	12	-129	x
COc1cc2c(cc1OC)C(c1ccccc1F)N(CC1=CCCOC1)CC2 (configuration not stated)	x	x	x	7	-7	x

The list continues:
SMILES	eIF4E 4G PPI	m-calpain inh	Rad51 HR inh	PGE2 EP2 inh	EP2 modulator	14-3-3 Bad PPI
Cc1ccc2cc(CN(C(=O)c3cccs3)C3CCCCC3)c(=O)[nH]c2c1	x	x	x	8	-36	x
CCn1c(-c2ccccc2)ccc1C(O)C(F)(F)F (configuration not stated)	x	x	x	12	-45	x
COc1cccc(C(=O)N2CCCC(c3nc(-c4ccc(Cl)cc4)no3)C2)c1OC (configuration not stated)	x	x	x	4	-8	x
CCOc1cccc(/C(O)=C2/C(=O)C(=O)N(CCCOC)C2c2ccco2)c1 (configuration not stated)	x	x	x	8	-11	x
CCNC(=S)N(CCCO)Cc1cc2cc3c(cc2[nH]c1=O)OCCO3	x	x	x	5	5	x
CN(C(=O)c1cnn2c(C(F)F)cc(-c3ccccc3)nc12)C12CC3CC(CC(C3)C1)C2	x	x	x	11	-89	x
CCOc1ccccc1-n1nnnc1SCC(=O)N1CCc2ccccc2C1	x	x	x	11	-11	x
COCCNC(=O)CN(Cc1ccc2c(c1)OCO2)C(=O)Cn1nnc2ccccc21	x	x	x	11	5	x
COc1ccc(-c2cc(C(F)(F)F)c3c(n2)sc2c(=O)[nH]c(=O)[nH]c23)cc1OC	x	x	x	9	-5	x
Cc1ccc(C(=O)Nc2ccc(N3CCN(C(=O)C(C)C)CC3)c(Cl)c2)c(C)c1	x	x	x	5	-4	x
COc1ccccc1-n1c(CNc2cccc(C)c2C)nnc1SCC(C)=O	x	x	x	8	-13	x
O=C(COc1ncnc2ccccc12)NC1(c2ccccc2F)CCCC1	x	x	x	2	-49	x
OCCN(Cc1cnn(-c2ccc(F)cc2)c1)Cc1cccs1	x	x	x	5	-2	x
CC(=O)Nc1ccc(-n2nnnc2SCC(=O)Nc2ccc(F)cc2)cc1	x	x	x	6	-38	x
Cc1cccc(-n2c(O)c(C=Nc3ccc(SC#N)cc3)c(=O)[nH]c2=O)c1	x	x	x	11	-25	x
COc1ccc(C(=O)C2CCCN(C(=O)c3n[nH]c4c3CCCC4)C2)cc1 (configuration not stated)	x	x	x	1	-57	x
CCOc1ccc2[nH]c(=O)c(CN(CC3COCCO3)C(=O)c3ccccc3F)cc2c1 (configuration not stated)	x	x	x	16	-8	x
Cc1ccc2nc(SCC(=O)Nc3ccccc3)c(C)cc2c1	x	x	x	11	2	x
COc1cccc(C(O)CN2CCC(O)(c3ccccc3OC)CC2)c1 (configuration not stated)	x	x	x	6	-51	x
S=P(N1CC1)(N1CC1)N1CC1	x	x	x	13	-7	x

Record cards, as listed above. Screens in order: eIF4E 4G PPI, m-calpain inh, Rad51 HR inh, PGE2 EP2 inh, EP2 modulator, 14-3-3 Bad PPI
`CCOc1cccc(/C(O)=C2/C(=O)C(=O)N(CCCOC)C2c2ccco2)c1` (configuration not stated) in the list: x, x, x, 8, -11, x
`Cc1ccc2cc(CN(C(=O)c3cccs3)C3CCCCC3)c(=O)[nH]c2c1` in the list: x, x, x, 8, -36, x
`CC(=O)Nc1ccc(-n2nnnc2SCC(=O)Nc2ccc(F)cc2)cc1` in the list: x, x, x, 6, -38, x

Following part
SMILES	eIF4E 4G PPI	m-calpain inh	Rad51 HR inh	PGE2 EP2 inh	EP2 modulator	14-3-3 Bad PPI
O=C(Cn1c2ccccc2n2c(SCC(=O)N3CCOCC3)nnc12)NC1CCCCC1	x	x	x	13	-13	x
COc1ccc(NC(=O)c2ccco2)cc1NC(=O)c1ccccc1	x	x	x	8	-18	x
CCOc1ccc(C(=O)Nc2ccc(N3CCN(C(=O)C(C)C)CC3)cc2)cc1	x	x	x	15	-1	x
CCN(CC)C(=O)CN1C(=O)C2CCCN2C(=O)c2ccccc21 (configuration not stated)	x	x	x	7	-4	x
C=CCn1cc(CN2CCC(O)(c3ccccc3C)CC2)c(C)n1	x	x	x	12	-98	x
COc1ccc(CNC(=O)CCCSc2nc(-c3ccco3)cc(C(F)(F)F)n2)cc1	x	x	x	10	-114	x
COc1c(C)cccc1CN1CCC(O)(c2ccc(F)cc2)CC1	x	x	x	6	-47	x
CCC(CC)c1nnc(NC(=O)COc2ccc(Cl)cc2)s1	x	x	x	13	-35	x
COc1ccc(OC)c(NC(=O)CSc2nnc3c(C)cc4ccc(C)cc4n23)c1	x	x	x	9	-7	x
Cc1ccc(NC(=O)CSc2nncn2N)cc1C	x	x	x	11	-29	x
CCC(C)(C)NC(=O)C(c1ccc(C)o1)N(C(=O)c1csnn1)c1ccccc1 (configuration not stated)	x	x	x	11	-21	x
CN1CCN(c2ccc(N)cc2C(=O)O)CC1	x	x	x	10	13	x
Nc1ncc(CN2CCN(CCOc3ccccc3F)CC2)cn1	x	x	x	6	-43	x
CCC(c1nnnn1C(C)(C)C)N(CCc1ccccc1)Cc1cc2cc(C)cc(C)c2[nH]c1=O (configuration not stated)	x	x	x	8	40	x
O=C(NC1CCSC1=O)c1cccc(Br)c1 (configuration not stated)	x	x	x	4	-30	x
CCNC(=O)C1CCN(S(=O)(=O)c2cc(OC)ccc2OC)CC1	x	x	x	14	-11	x
CCOC(=O)c1sc(NC(=O)CSc2nnc3cc(C)c4ccccc4n23)nc1C	x	x	x	8	-8	x
COc1ccc(-c2nc(-c3ccc(C)nc3OC)no2)cc1OC	x	x	x	13	-22	x
CCC(C)NC(=O)c1ccc2nc(NC(=O)c3ccc(C(=O)OC)cc3)sc2c1 (configuration not stated)	x	x	x	15	-46	x
CCn1c(C(NC(=O)c2cccc(C)c2)C(C)C)n[nH]c1=S (configuration not stated)	x	x	x	9	6	x
CC1=C(C(=O)O)N2C(=O)[C@@H](NC(=O)[C@H](N)c3ccccc3)[C@H]2SC1	-3	0	x	x	x	-9
C=C1CCN([C@@H](Cc2ccccc2)C(=O)NCc2ccc(Cl)c(Cl)c2)S(=O)(=O)c2ccccc21	x	x	-5	-1	x	x
CC1(OC(=O)c2ccc(Cl)nc2)C(=O)C=C2C=C(c3ccsc3)OC=C2C1=O (configuration not stated)	x	x	-13	17	x	x
O=C(O)c1ccccc1N=Nc1ccc(O)cc1	x	x	-4	10	x	x
Cn1c(=O)c(N=O)c(N)n(Cc2ccccc2)c1=S	x	x	-1	18	x	x
CCC/C=C1/CCCOC(C(=O)NCc2ccccc2)(C(F)(F)F)C1 (configuration not stated)	x	x	-6	15	x	x
CCOC(=O)CN1C(=O)N[C@@H](CCc2ccccc2)[C@H](C(=O)OC)[C@H]1C	x	x	-7	11	x	x
CC1=C(C(=O)OCc2ccccc2)C(c2ccccc2OS(=O)(=O)c2ccc([N+](=O)[O-])cc2)NC(=O)N1CCCC(=O)O (configuration not stated)	x	x	9	10	x	x
Cc1ccc(CNC(=O)c2ccc3c(c2)S(=O)(=O)c2ccccc2C3=O)o1	x	x	4	12	x	x
O=C(NCc1nc2ccccc2[nH]1)C1=C[C@@H](c2ccc(C(F)(F)F)cc2)C[C@@H](OCc2ccc(CO)cc2)O1	x	x	4	-2	x	x
CC1(c2nnc(-c3cccc(Cl)c3)o2)CC(c2ccccc2)=NO1 (configuration not stated)	x	x	1	15	x	x
CCCCN(CCCC)CCCNC(=O)C1CC(c2cc(C(F)(F)F)cc(C(F)(F)F)c2)=NO1 (configuration not stated)	x	x	12	-7	x	x
COC(=O)C1=C(C)N(CCCC(=O)O)C(=O)NC1c1ccc(C#N)cc1 (configuration not stated)	x	x	-8	18	x	x
CCCCc1nc(Cl)c(CO)n1Cc1ccc(-c2ccccc2-c2nnn[nH]2)cc1	x	x	0	16	x	x
C=CCn1c(=O)c2ccccc2n2c(SCc3c(C(=O)OCC)oc4ccccc34)nnc12	x	x	-4	8	x	x
COc1ccc(-c2ccc3oc(-c4ccc(OC)cc4)c(-c4ccc(OC)cc4)c3c2)cc1	x	x	-6	8	x	x
COc1ccc(NC(=O)c2cc(OC)c(OC)cc2OC)c(S(=O)(=O)N2CCOCC2)c1	x	x	7	3	x	x
Cc1nn(-c2ccccc2)c2sc(C(=O)OCC(=O)N3CCCCC3)cc12	x	x	4	12	x	x

Exported with two lines to a compound: 5 of the compounds above
Sequence of screens: eIF4E 4G PPI	m-calpain inh	Rad51 HR inh	PGE2 EP2 inh	EP2 modulator	14-3-3 Bad PPI
CCCCN(CCCC)CCCNC(=O)C1CC(c2cc(C(F)(F)F)cc(C(F)(F)F)c2)=NO1 (configuration not stated)
 : x	x	12	-7	x	x
COC(=O)C1=C(C)N(CCCC(=O)O)C(=O)NC1c1ccc(C#N)cc1 (configuration not stated)
 : x	x	-8	18	x	x
CCCCc1nc(Cl)c(CO)n1Cc1ccc(-c2ccccc2-c2nnn[nH]2)cc1
 : x	x	0	16	x	x
C=CCn1c(=O)c2ccccc2n2c(SCc3c(C(=O)OCC)oc4ccccc34)nnc12
 : x	x	-4	8	x	x
COc1ccc(-c2ccc3oc(-c4ccc(OC)cc4)c(-c4ccc(OC)cc4)c3c2)cc1
 : x	x	-6	8	x	x

These rows are one share of the data. The share of hits here may be higher or lower than overall.
